hIAP activ: human IAP activators, primary screen, biochemical, luminescence, uHTS | Intestinal-type alkaline phosphatase (Homo sapiens), P09923 | purified human IAP, CDP-Star luminescence, 30 min; stronger effect = higher value; 1 = vehicle-only enzyme, 0 = enzyme-free background | activation factor at 10 µM | 330,000 compounds, 0.16% hits;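 active means activation factor of the enzyme at least 2-fold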; further: the source names both 10 and 20 µM as test concentration; values of inactives mirror those of a sister screen read the other way
Target sequence (P09923 whole entry, looked up): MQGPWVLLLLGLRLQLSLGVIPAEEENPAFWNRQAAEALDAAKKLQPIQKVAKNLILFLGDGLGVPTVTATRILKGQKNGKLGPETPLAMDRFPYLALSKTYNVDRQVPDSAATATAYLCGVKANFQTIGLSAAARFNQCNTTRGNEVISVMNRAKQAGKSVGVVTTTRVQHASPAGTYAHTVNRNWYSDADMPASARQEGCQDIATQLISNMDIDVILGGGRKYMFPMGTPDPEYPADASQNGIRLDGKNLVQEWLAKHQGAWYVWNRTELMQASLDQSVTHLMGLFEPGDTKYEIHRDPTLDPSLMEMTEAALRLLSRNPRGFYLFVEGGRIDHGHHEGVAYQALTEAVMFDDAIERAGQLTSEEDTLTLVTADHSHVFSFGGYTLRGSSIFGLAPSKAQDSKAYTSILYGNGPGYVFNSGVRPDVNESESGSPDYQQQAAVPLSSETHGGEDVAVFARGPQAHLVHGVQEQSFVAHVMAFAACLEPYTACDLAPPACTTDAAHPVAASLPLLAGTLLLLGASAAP
beta cell repl: inducers of MIN6 beta-cell proliferation, primary screen, ATP luminescence, uHTS; proliferation, % at 10 µM; AID 2380, 2010; MIN6 cells proliferation, ATPlite luminescence, 48 h; cells starved in 0.2% serum; 100% = growth in 10% serum; 330,000 compounds, 0.29% hits;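 active means compounds whose signal lies at least 3.5 SD above the mean of all wells on their plate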;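 further: 0% = DMSO-treated cells in low-serum medium and 100% = 10% serum control; some compounds called inactive have numbers as strong as hits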
NLRP3 yeast inh: NALP3 inflammasome inhibitors in reconstituted yeast, primary screen, luminescence, uHTS; Yeast reconstituted NLRP3/ASC/caspase-1, beta-gal luminescence, 24 h; inhibition, % at 10 µM; 330,000 compounds, 0.39% hits; AID 2825, 2010;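 active means inhibition of 50% or more; inactive means inhibition below 50%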;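 further: plate controls were induced DMSO wells for no effect and uninduced yeast grown without galactose for full effect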
mIAP activ: activators of mouse IAP, primary screen, biochemical, luminescence, uHTS; muIAP, CDP-Star luminescence, 30 min; stronger effect = higher value; 1 = vehicle-only enzyme signal, 0 = enzyme-free wells; activation factor at 10 µM; 330,000 compounds, 0.24% hits;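 active means activation factor of at least 2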; further: the source names both 10 and 20 µM as test concentration; values of inactives mirror those of a sister screen read the other way
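Assay system: mouse IAP enzyme; Reagent: CDP-Star chemiluminescent phosphatase substrate; Compound: DMSO-dissolved test compounds; Incubation: 30 min, room temperature; Technique: luminescence from enzymatic CDP-Star hydrolysis; Controls: DMSO-only wells and no-enzyme negative control.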
APOBEC3G inh: APOBEC3G DNA deaminase inhibitors, primary screen, biochemical, fluorescence, single-stranded DNA substrate, uHTS. inhibition, % at 20 µM. DNA dC->dU-editing enzyme APOBEC-3G (Homo sapiens), Q9HC16. recombinant A3G, ssDNA deamination FAM/TAMRA fluorescence. 330,000 compounds, 0.28% hits;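 active means inhibition of at least 40% at 20 µM, with no more than 30% in the related APOBEC3A deaminase screen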;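 further: plate controls were DMSO wells with A3G for no effect and wells lacking A3G enzyme for full effect; some compounds called inactive have numbers as strong as hits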
Target sequence (Q9HC16 whole entry, looked up): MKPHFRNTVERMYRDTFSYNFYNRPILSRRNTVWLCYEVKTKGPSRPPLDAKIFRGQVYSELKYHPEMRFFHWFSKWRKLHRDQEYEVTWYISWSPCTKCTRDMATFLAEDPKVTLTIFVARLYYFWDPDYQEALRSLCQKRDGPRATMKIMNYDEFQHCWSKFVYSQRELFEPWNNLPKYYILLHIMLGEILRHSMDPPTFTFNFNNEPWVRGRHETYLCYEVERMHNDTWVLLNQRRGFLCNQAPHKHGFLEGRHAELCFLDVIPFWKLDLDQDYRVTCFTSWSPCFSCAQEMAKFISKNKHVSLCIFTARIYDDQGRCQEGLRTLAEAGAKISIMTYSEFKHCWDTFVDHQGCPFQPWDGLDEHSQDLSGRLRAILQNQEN
mIAP inh: inhibitors of mouse IAP, primary screen, biochemical, luminescence, uHTS; inhibition, % at 10 µM; purified mouse IAP, CDP-Star luminescence, 30 min; AID 2806, 2010; 330,000 compounds, 0.2% hits; intestinal alkaline phosphatase [Mus musculus];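 active means inhibition of at least 40% at 10 µM in the primary screen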;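 further: plate controls were DMSO with enzyme for no effect and no enzyme wells for full effect; values of inactives mirror those of a sister screen read the other way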
APOBEC3A inh: APOBEC3A ssDNA deaminase inhibitors, primary screen, selectivity assay for APOBEC3G inhibitor project, biochemical, FAM/TAMRA oligo cleavage fluorescence; DNA dC->dU-editing enzyme APOBEC-3A (Homo sapiens), P31941; recombinant A3A, FAM/TAMRA ssDNA deamination fluorescence; inhibition, % at 20 µM; 330,000 compounds, 0.41% hits; AID 493011, 2011;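 active means at least 40% inhibition at 20 µM here, with at most 30% in a related deaminase screen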;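 further: plate controls were A3A with DMSO for no effect and wells lacking A3A enzyme for full effect; some results filed as inactive read as strong as hits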
hIAP block: human IAP inhibitors, primary screen, biochemical, luminescence, uHTS. Intestinal-type alkaline phosphatase (Homo sapiens), P09923. purified IAP, CDP-Star luminescence, 30 min. inhibition, % at 10 µM. 330,000 compounds, 0.12% hits;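 active means inhibition reaching a set limit with compound at 10 µM in the primary screen, cut at about 35% in these data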;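 further: plate controls were DMSO wells with enzyme for no effect and no-enzyme buffer wells for full effect; values of inactives mirror those of a sister screen read the other way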
SENP1 inh: human SENP1 catalytic domain inhibitors, primary screen, biochemical, FRET, uHTS; Sentrin-specific protease 1 (Homo sapiens), Q9P0U3; AID 624204, 2012; 360,000 compounds, 0.21% hits; inhibition, % at 10 µM; recombinant SENP1 catalytic domain, CyPet-SUMO1-YPet FRET cleavage;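 active means inhibition at least 30% at 10 µM, raw YFP signal under a set limit, fluorescence ratio 0.5 to 1.5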;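 further: 0% = enzyme with DMSO and 100% = no enzyme wells; some results filed as inactive read as strong as hits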
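system = hSENP1 catalytic domain, recombinant | reagent = SFCypet-SUMO1-SFYpet substrate at 25 nM | doses = one dose per compound, 10 µM, 0.5% DMSO | incubation = enzyme reaction for 50 min at room temperature, dark | measured by = FRET, CFP and YFP emission | controls = no-enzyme low, enzyme-DMSO high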
* hit, by the source's call; nt = no result given. A portion of the library; the hit share may differ from the screen's.

SMILES	hIAP activ	beta cell repl	NLRP3 yeast inh	mIAP activ	APOBEC3G inh	mIAP inh	APOBEC3A inh	hIAP block	SENP1 inh
O=C(CN1C(=O)S/C(=C\c2ccccc2F)C1=O)NCCCn1ccnc1	1.4	-2	-2	0.92	-3	8	-6	-36	2
CCc1nc2ccc(C(=O)N3CCN(c4ccc(Cl)cc4)CC3)cc2nc1CC	1.3	-3	22	0.95	-6	5	-5	-28	1
Cn1cc(C(=O)NCc2ccc(F)cc2)c(=O)c2cc(S(=O)(=O)N3CCCCC3)ccc21	0.93	0	26	0.98	-4	2	4	7	2
COc1ccc(/C(C)=N/NC(=O)Cc2c(C)nc(C)[nH]c2=O)cc1	0.95	-1	-4	1	-1	0	1	5	2
CCN(CC)C(=O)CSc1nnc(-c2cccs2)n1Cc1ccco1	0.99	-4	15	0.88	-5	12	-4	1	-2
N#Cc1ccc(NC(=O)COC(=O)CCc2nc3ccccc3c(=O)[nH]2)cc1	0.96	-1	7	1.1	-7	-5	-1	4	-4
O=C(CCS(=O)(=O)Cc1ccccc1F)NCCc1ccc(Cl)cc1	0.98	2	1	1	-2	-3	-1	2	2
COc1ccc(CCN2CC(C(=O)Nc3nccs3)CC2=O)cc1OC (configuration not stated)	0.98	-2	-4	1.1	1	-7	19	2	-5
COc1cccc(CCNC(=O)COc2cccc3c2OC(C)(C)C3)c1	0.8	6	25	0.99	-12	1	-5	20	0
COC(CNC(=O)c1c[nH]c2ccc(S(=O)(=O)N3CCC4(CC3)OCCO4)cc2c1=O)OC	1	0	5	0.97	23	3	4	-2	0
O=C(COC(=O)c1cc(=O)[nH]c2ccccc12)NCCc1ccccc1	1.2	-1	8	0.96	-6	4	2	-19	7
O=C(NCC1CCN(Cc2cccc(Cl)c2)CC1)Nc1ccc(Cl)cc1	1.4	-7	7	3.1*	-5	-210	-1	-42	1
COc1ccc(/C=C/CN2CCN(Cc3ccc(C)cc3)C(CCO)C2)cc1 (configuration not stated)	0.96	0	17	1.1	-5	-9	0	4	0
Cc1nc(N2CCN(c3ccccc3)CC2)[nH]c(=O)c1Cc1cccc2ccccc12	1	-5	-21	0.97	-10	3	-3	0	nt
C=CC(C)(C)c1cc2cc3ccoc3cc2oc1=O	1	-4	2	0.98	-8	2	-3	-3	-8
CCCOC(=O)Nc1nnc(CCC)s1	1	1	28	0.99	1	0	2	-2	3
O=C(C[n+]1ccccc1)Nc1ccccc1Br	0.84	3	9	0.95	-1	4	-1	16	1
O=C(O)CSCC(=O)NCc1ccccc1Cl	0.98	-2	-6	0.94	-3	6	-2	2	2
Cc1ccc(NC(=O)Cc2ccccc2Cl)cc1S(=O)(=O)N(C)C	1.1	-1	12	1.1	-7	-8	-4	-11	-5
O=S(=O)(Cc1ccccc1)N1CCc2ccccc2C1	0.84	-1	31	0.92	-3	8	7	16	-5
COc1ccc(CNc2ncc(-c3ccc(Cl)cc3)n2C)c(OC)c1OC	0.97	-1	20	0.95	-5	5	-2	3	1
Cc1ccc2[nH]c(=O)c(C(c3nnnn3CCc3ccccc3)N3CCOCC3)cc2c1 (configuration not stated)	0.96	0	5	0.54	-4	46*	-3	4	5
COc1ccc(CCNS(=O)(=O)c2ccc(Cl)cc2)cc1OC	0.94	3	16	0.98	-8	2	-1	6	1
CCOc1ccc2oc(C(=O)NC3CCN(Cc4ccccc4)CC3)c(C)c2c1	0.94	-4	38	1	-14	0	3	6	-4
CCOCCCNc1c(CC)c(C)c(C#N)c2nc3ccccc3n12	1.3	-1	10	1.1	-8	-11	-5	-31	-22
O=C(CSc1nnc(CNC(=O)c2ccco2)o1)NC1CCCC1	1.1	1	5	0.92	0	8	3	-6	1
O=C(COc1ccccc1)N1CCN(C(=O)c2ccccc2F)CC1	0.97	1	-8	1.1	-8	-12	-5	3	0
COC(=O)CC(=O)CSc1nc2c(cc1C#N)CCCCC2	1.5	-4	13	0.98	1	2	0	-52	-31
Cc1ccc(CNC(=O)c2cc3ccccc3oc2=O)cc1	0.92	-2	0	0.88	-4	12	4	8	0
Cc1cc(C)nc(NS(=O)(=O)c2ccc(NC(=O)CSc3ncn[nH]3)cc2)n1	0.92	-1	18	1	-4	0	-2	8	-3
COc1cccc(/C=C2\SC(=S)N(C(C)C(=O)NC3C=CS(=O)(=O)C3)C2=O)c1 (configuration not stated)	1.1	2	1	0.9	-5	10	-3	-12	2
CC(=O)OCCCN1c2ccccc2Nc2nnc(-c3ccccc3)cc21	1	-3	23	3.5*	-1	-250	2	-2	0
Cc1ccc(C(=O)NCC(=O)Nc2ccc(Cl)cc2)s1	1.4	-3	9	1.2	-3	-23	-1	-35	5
COc1ccc(NC(=S)N2CCN(S(=O)(=O)c3ccc(F)cc3)CC2)cc1OC	1.1	-7	24	1.1	-4	-11	1	-10	-3
Cc1ccc(S(=O)(=O)N2CCN(Cc3cc(C(C)C)ccc3O)CC2)cc1	0.93	-6	16	1	3	-1	4	7	-2
COc1ccc(NS(=O)(=O)c2ccc(OCC(=O)N3CCOCC3)cc2)cc1Cl	1.1	-2	7	0.91	-5	9	-5	-8	1
CCOC(=O)c1sc(NC(=O)c2c(CC)noc2C)nc1C	0.98	0	19	0.87	-2	13	-2	2	-7
O=C(CCC(=O)N1CCN(S(=O)(=O)c2cccc(F)c2)CC1)c1cccs1	0.95	-2	17	0.98	-4	2	0	5	1
FC(F)(F)c1cccc(CN2CCCCCC2)c1	0.95	2	-10	1	-6	-4	-3	5	2
COc1ccc(C(=O)Nc2sc3c(c2C(=O)NCc2ccco2)CCCC3)cc1OC	1.1	-4	6	0.95	-1	5	-2	-6	-24
Fc1ccccc1N1CCN(C(c2ccncc2)c2nnnn2C2CCCC2)CC1 (configuration not stated)	0.96	1	14	0.95	-8	5	-4	4	-1
Cc1cccc(NC(=O)CSc2nc3ccccc3c(=O)n2CC2CCCO2)c1 (configuration not stated)	1	-2	9	1.2	-10	-22	-6	-2	2
COc1cc(NC(=O)CN(C)Cc2cccc(F)c2)c(C)cc1[N+](=O)[O-]	1.2	1	-1	1	-6	-3	-1	-16	1
Cc1ccnc(SCC(=O)N2CCC(C(N)=O)CC2)n1	0.97	-2	-1	0.97	-8	3	-3	2	1
CC(=O)Nc1ccc(NC(=O)C2CCCN2C(=O)NC2CCCCC2)cc1 (configuration not stated)	0.91	-1	2	1.1	-7	-6	-2	9	7
CC1CCN(S(=O)(=O)c2cc3c4c(c2)CCN4C(=O)CC3)CC1	1.2	0	4	1.1	6	-9	4	-18	-2
CC(NS(=O)(=O)c1cccc(C(=O)O)c1)C12CC3CC(CC(C3)C1)C2 (configuration not stated)	1.1	-1	10	1.1	2	-9	4	-8	0
CC1CCN(C(=O)CSCC(=O)O)CC1	1	2	0	1	-4	-5	1	-4	0
FC(F)(F)c1ccc(/C=N/N2CCN(Cc3cccc4ccccc34)CC2)cc1	0.84	-6	18	1	-8	0	-4	16	0
Cc1ccc(C)c(-c2csc(NC(=O)C3=COCCO3)n2)c1	1.1	-7	32	0.96	0	4	5	-13	0
Other results follow:
SMILES	hIAP activ	beta cell repl	NLRP3 yeast inh	mIAP activ	APOBEC3G inh	mIAP inh	APOBEC3A inh	hIAP block	SENP1 inh
O=C(COc1ccc(S(=O)(=O)NC2CCCCC2)cc1Cl)NCc1cccnc1	0.77	-5	-3	0.89	-9	11	-3	23	2
Cc1ccccc1N1CCN(C2CCCN(C(=O)CCC(F)(F)F)C2)CC1 (configuration not stated)	0.91	-1	22	0.99	-9	0	-2	9	2
COc1ccc(S(=O)(=O)Oc2ccc3cccc(N)c3c2)cc1	0.98	-4	22	0.84	2	16	2	2	-7
N#Cc1c(OCC(=O)c2ccccc2)nc2c(c1-c1ccco1)CCc1ccccc1-2	0.94	-3	5	0.91	-11	9	-3	6	-31
Oc1ccc2ccccc2c1C=NC1CCCCC1	0.84	-1	4	0.99	6	1	5	16	-15
C=C(C)CNC(=S)N/N=C(\C)c1ccc(OC)cc1	1	-2	14	1.1	-7	-14	-2	-2	4
CCCCn1c(SC(C)C(=O)c2ccc(OC)cc2)nc2cc(S(N)(=O)=O)ccc21 (configuration not stated)	1	-2	2	1	-2	0	2	-3	3
CCN(CC)Cc1c(O)ccc2occ(C(=O)c3ccccc3)c12	1.1	0	24	1	-9	0	-9	-10	2
O=C(CCc1ccccc1)NNc1ccc(F)cc1	0.81	1	25	1	-5	-2	-1	19	3
Cc1cc(C)n2nc(C(=O)N3CCCC(Nc4ccc(C(C)C)cc4)C3)cc2n1 (configuration not stated)	1	-3	14	0.97	-3	3	-4	-2	0
C=CCSc1nc2sc3c(c2c(=O)n1CC=C)CCc1ccccc1-3	1	-5	6	0.95	-2	5	3	-5	-7
NC(=O)c1cc([N+](=O)[O-])ccc1NCc1cccc(N)c1	0.84	1	14	0.94	-13	6	-4	16	3
CC1CN(C(=O)c2ccc([N+](=O)[O-])s2)CC(C)O1 (configuration not stated)	0.95	0	12	0.95	-9	5	-5	5	3
Cc1cc2oc(C(=O)N(Cc3ccccc3)C3CCS(=O)(=O)C3)cc(=O)c2cc1Cl (configuration not stated)	0.91	-4	-12	0.96	-6	4	2	9	2
CC(=O)c1c(C)cc(C)c(CSc2ccccn2)c1C	1.1	-2	19	1.1	15	-6	59*	-14	1
O=C(NCc1nc(-c2ccc(C(F)(F)F)cc2)no1)Nc1ccc(OC(F)(F)F)cc1	1.1	-3	26	1	-4	0	1	-11	0
CC(C)Oc1cc(N)c(Cl)cc1Cl	1.1	-3	7	0.96	-6	4	-1	-14	3
Cc1ccccc1-n1ncc2c(SCC(=O)NCc3cccs3)ncnc21	1	-1	31	1	-4	-1	-1	-4	0
CCc1ccc(C(=O)CSc2nnc(C)c(=O)[nH]2)cc1	0.88	-2	2	0.93	-3	7	-2	12	0
CN(C1CCCCC1)S(=O)(=O)c1ccc(C(=O)N2CCN(c3nc4ccccc4s3)CC2)cc1	1.1	0	24	1	-4	0	0	-8	-2
O=C(Cc1c(F)c(F)c(F)c(F)c1F)Nc1nc(-c2ccccc2)cs1	0.74	-4	6	1.1	-2	-13	2	26	1

High-throughput results deposited in PubChem BioAssay by Sanford-Burnham Center for Chemical Genomics.
